# Assay outcomes from PubChem.
# GSK3beta inhib – inhibitors of human GSK3beta kinase | GST-GSK3beta kinase, ADP-Glo luminescence, 60 min; active compounds read low | 300,000 tested, 0.038% active | P49841 | activity score (negative = inhibition), % at 10 µM;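 active means more than half of replicate wells score below -50%, meaning over 50% inhibition versus plate controls; inconclusive means some replicates but at most half score below -50%; inactive means no replicate scores below -50%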;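 further: 0% = median DMSO wells and -100% = median GW8510 positive control wells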
#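 Test system – GST-tagged human GSK3beta kinase, cell-free · Incubation – 60 min enzyme reaction, room temperature · Signal – ADP-Glo luminescence · Also added – peptide substrate and ATP at 25 µM · Controls – DMSO neutral wells and GW8510 at 20 µM as positive · Buffer or medium – Tris/MgCl2 kinase buffer · Measure – Luminescence-derived activity versus plate DMSO and GW8510 wells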
# KCNK9 inh – human KCNK9 channel inhibition; B-score at 10 µM; HEK293 KCNK9, FluxOR thallium flux fluorescence; active compounds read low; 310,000 tested, 1.2% active; AID 488922;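 active means ratio B-score over 3 SD below the library mean, with starting fluorescence within 5 SD of its mean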;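 further: negative B-score means less thallium flux so channel inhibition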
# Target sequence (Q9NPC2 whole entry, looked up): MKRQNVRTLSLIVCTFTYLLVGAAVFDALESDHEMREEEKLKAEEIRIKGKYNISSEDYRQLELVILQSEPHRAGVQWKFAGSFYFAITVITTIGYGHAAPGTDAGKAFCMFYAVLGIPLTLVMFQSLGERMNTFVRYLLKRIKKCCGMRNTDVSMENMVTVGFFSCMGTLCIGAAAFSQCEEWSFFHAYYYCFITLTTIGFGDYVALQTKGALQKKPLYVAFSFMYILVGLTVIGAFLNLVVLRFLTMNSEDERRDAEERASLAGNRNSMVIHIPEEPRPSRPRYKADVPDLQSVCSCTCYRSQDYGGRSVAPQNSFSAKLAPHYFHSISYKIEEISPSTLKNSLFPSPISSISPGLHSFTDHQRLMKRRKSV
# RGS4 act – RGS4 potentiation or activation | HEK293 M3R/inducible RGS4, carbachol calcium flux Fluo4; active compounds read low | B-score at 10 µM | 310,000 tested, 0.92% active | AID 463111;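 active means B-score of the integrated calcium signal more than 4 SD below the library mean, with starting fluorescence not abnormally high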;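 further: negative B-score means reduced calcium response which marks RGS4 activation or potentiation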
#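 Reagent: ECmax carbachol challenge; Test system: M3R-expressing HEK293 line, RGS4 induced by doxycycline; Schedule: overnight RGS4 induction, 30 min dye load 37 °C, 20 min compound RT; Detection: calcium dye Fluo4 fluorescence; Read-out: Agonist-evoked peak-minus-minimum fluorescence over baseline, integrated ratio, B score.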
# KCNQ1 block – blocks the human KCNQ1 potassium channel; 310,000 tested, 1.3% active; CHO-K1 KCNQ1, FluxOR thallium flux fluorescence; active compounds read high; P51787; B-score at 10 µM; AID 2642;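 active means compounds whose thallium flux B-score, printed positive for inhibition, exceeds three library SD while starting fluorescence stays within three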;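 further: channel opened by potassium depolarization with thallium stimulus after 20 min compound exposure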
# KCNK3 block – human KCNK3 channel inhibition, primary screen. O14649. CHO-KCNK3 thallium flux, FluxOR fluorescence; active compounds read low. B-score at 10 µM. 340,000 tested, 0.84% active. AID 602410;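 active means B-score under library mean minus 4 SD, starting fluorescence ratio at most library mean plus 5 SD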;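 further: more negative B-score means stronger inhibition of thallium flux through KCNK3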
# HDAC3 inh – human HDAC3 inhibition; recombinant HDAC3, fluorogenic peptide/trypsin coupled, fluorescence; inhibition, % at 8.3 µM; 320,000 tested, 0.15% active; AID 2718; in the data active means inhibition above about 26%, passing the limit was not always enough; inconclusive means no clear call, values can overlap the other calls
# Target sequence (O15379 whole entry, looked up): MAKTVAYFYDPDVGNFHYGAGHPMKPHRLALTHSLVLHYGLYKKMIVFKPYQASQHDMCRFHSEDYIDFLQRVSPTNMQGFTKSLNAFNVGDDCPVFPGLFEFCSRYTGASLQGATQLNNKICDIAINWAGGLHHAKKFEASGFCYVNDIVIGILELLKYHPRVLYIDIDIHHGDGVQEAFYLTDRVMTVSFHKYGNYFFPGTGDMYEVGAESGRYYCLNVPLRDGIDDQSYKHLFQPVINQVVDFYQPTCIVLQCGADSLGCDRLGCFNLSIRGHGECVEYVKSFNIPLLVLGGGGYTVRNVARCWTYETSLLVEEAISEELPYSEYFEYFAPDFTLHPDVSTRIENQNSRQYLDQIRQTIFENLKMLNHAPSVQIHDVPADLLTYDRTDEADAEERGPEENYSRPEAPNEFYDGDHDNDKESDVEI
# PolyA inh – blocks polyadenylation in yeast reporter cells; S. cerevisiae SKY197-pL101 polyadenylation reporter, beta-gal luminescence; efflux-impaired pdr1/pdr3 knockout yeast; score 100 = 6 SD above DMSO; calls only at 12 µM; 300,000 tested, 0.02% active; AID 1875;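 active means lowest replicate activity score at least 50, where 100 means six control SD above control mean; inconclusive means lowest score under 50 but half or more replicates reach 50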;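 further: yeast exposed to compound for 9 h at 30 °C; higher score means more reporter readthrough which indicates perturbed polyadenylation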
# hERG protect – hERG (human) protection from proarrhythmic block; Q12809; CHO-hERG, FluxOR thallium flux, dofetilide IC70 present; activation (rescue from dofetilide block), less the hit threshold, % at 10 µM; 310,000 tested, 0.51% active;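 active means activation above the mean of controls blocked by dofetilide plus 5 SD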;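 further: thallium influx through hERG after potassium depolarization seen as dye fluorescence rise; in these data hits start at about 4.7%; inactives centre near -7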
# DYRK1A inh – inhibitors of rat Dyrk1A kinase; Q63470; inhibition, % at 12.5 µM; ADP-Glo luminescence, NFATc1 peptide; 310,000 tested, 0.43% active; in the data active means inhibition above about 50%;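 further: plate controls were vehicle with enzyme for no effect and no enzyme for full effect; many of its hits are not listed in these tables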
# KCNQ1 act – human KCNQ1 channel potentiation or activation. CHO-K1 KCNQ1, thallium flux FluxOR fluorescence; active compounds read high. B-score at 10 µM. 310,000 tested, 0.35% active. AID 2648;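 active means fluorescence ratio B-score, a plate-corrected score, at least three library SD, with initial intensity B-score within 5 SD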
#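 Assay system: stable KCNQ1 CHO-K1 line; medium: assay buffer, equal DMSO in all wells; timing: 90 min dye loading and 20 min compound exposure, both at room temperature; technique: kinetic FluxOR thallium fluorescence, 10-s 1-Hz baseline, 110-s post-stimulus read; read-out basis: B score of baseline-normalized fluorescence ratio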
# GSK3 alpha inh – inhibitors of human GSK-3 alpha kinase. P49840. inhibition, % at 10 µM. 320,000 tested, 0.1% active. ADP-Glo luminescence, 60 min;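 in the data active means inhibition above about 50%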;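 further: GST-tagged GSK-3 alpha with peptide substrate and 25 µM ATP; 0% = DMSO neutral wells and 100% = GW8510 positive control wells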
# The depositor's hits bear a star; i = inactive; ? = inconclusive; . = not tested or not shown. Some of the compounds tested; count on the stated rates, not on these rows.
Compound	DYRK1A inh	GSK3 alpha inh	RGS4 act	KCNQ1 act	KCNK3 block	GSK3beta inhib	HDAC3 inh	KCNQ1 block	KCNK9 inh	hERG protect	PolyA inh
CCOCCOC(=O)COc1ccc(N2C(=O)c3ccccc3C2=O)cc1	.	.	i	i	.	-2	.	i	i	-3	i
CCn1nnc2cc(C(=O)Nc3cc(OC)cc(OC)c3)ccc21	-7	-2	i	i	i	4	4	i	i	-12	i
Cc1nc(N)sc1-c1csc(N(C)c2ccc(O)cc2)n1	2	0	i	i	i	-9	-4	i	i	-11	i
CC(=O)c1ccc(NC(=O)C2CC(=O)N(Cc3ccccc3)C2)cc1 (centres undefined)	-1	0	i	i	i	-3	7	i	i	-15	i
Cc1cc(C)nc(NS(=O)(=O)c2ccc(NC(=O)CCC3COc4ccccc4O3)cc2)n1 (centres undefined)	6	0	i	i	i	4	11	i	i	-7	.
CCOC(=O)c1ccc(N2C(=O)CC(SCC(N)C(=O)OCC)C2=O)cc1 (centres undefined)	-1	-3	i	i	i	0	-2	i	i	-10	i
CCC(Oc1ccccc1)C(=O)NCCCN1CCOCC1 (centres undefined)	-4	0	i	i	i	3	-2	i	i	-5	i
COc1ccc2[nH]cc(C(=O)CNc3nc(C)cs3)c2c1	28	-2	i	i	i	-1	8	i	i	-12	i
O=C(NCC1CC1)c1onc(CSc2nc3ccccc3[nH]2)c1C(=O)NCC1CC1	1	-1	i	i	i	3	3	i	i	-21	i
CCN(CC)CC(=O)NCc1cc(-c2ccc(OC)cc2)no1	-3	4	i	i	i	0	1	i	i	-3	i
OCCNc1nc(Nc2cc(Cl)ccc2OC2CCCC2)nc(N2CCCC2)n1	-15	-3	i	i	i	1	24	i	i	-10	i
Cc1ccccc1OCCn1cc(C(=S)N2CCN(C)CC2)c2ccccc21	-4	-1	i	i	i	0	3	i	i	-20	i
CC(C)c1ccc(NC(=O)CSC(C)c2nc3ccccc3c(=O)[nH]2)cc1 (centres undefined)	-6	10	i	i	i	1	-3	i	i	-9	i
CCOC(=O)CCc1c(C)nc2ncnn2c1C	2	-1	i	i	i	-1	-3	i	i	-11	i
COc1ccc(C(=O)NCCS(=O)(=O)N2CCN(C(=O)c3ccco3)CC2)cc1	-14	0	i	i	i	-3	5	i	i	-8	i
O=C(NCc1ccc2c(c1)OCO2)Nc1ccc([N+](=O)[O-])cc1	-4	0	i	i	i	3	?	i	i	-12	i
Cc1ccc(NC(=O)CSc2nnc(-c3ccccc3Br)o2)cc1C	0	-3	i	i	i	1	4	i	i	-6	i
O=C(NC1CC1)C1=C[C@H](C2CCCCC2)C[C@H](OCc2ccc(CO)cc2)O1	.	-1	i	i	i	5	5	i	i	-11	i
CCOC(=O)C1(Cc2cccc(Cl)c2)CCCN(C(=O)CCC(=O)N(C)C)C1 (centres undefined)	1	-2	i	i	i	3	1	i	i	-11	i
Cc1cc(S(=O)(=O)Nc2ccc(C(=O)NCC3(N(C)C)CCCCC3)cc2)ccc1F	-6	-3	i	i	i	2	-2	i	i	-16	i
COc1ccccc1N(CC(=O)NCc1ccccc1)C(=O)CCC(=O)Nc1cc(C)ccn1	-5	9	i	i	i	0	4	i	i	-9	i
CCC1CCCCN1C(=O)CNCC1CCCO1 (centres undefined)	-4	0	i	i	i	-3	-2	i	i	-10	i
CN(C)N=Nc1nc2c(c(=O)n(C)c(=O)n2C)n1C	.	1	i	i	i	-4	-1	i	i	-5	i
COc1ccc(S(=O)(=O)NCC2CCCN(C(=O)c3sccc3C)C2)cc1 (centres undefined)	0	-1	i	i	i	2	1	i	i	-9	i
COc1ccnc(Oc2ccccc2)c1C(=O)N/C=N/OCc1ccccc1	-4	3	i	i	i	1	0	i	i	-5	i
CC(=O)c1c(C)nc(-c2ccccc2)n1O	-1	5	i	i	i	2	-3	i	i	-9	i
COc1ccc(CN2CCNC(=O)C2CC(=O)N(C)Cc2cc(C)no2)cc1OC (centres undefined)	-10	-2	i	i	i	3	7	i	i	-6	i
Cc1ccc(NC(=O)Cn2c(=O)oc3cc(S(=O)(=O)N4CCC(C)CC4)ccc32)cc1C	6	-3	i	i	i	1	-8	i	i	-6	i
Cc1ccc(C(NC(=O)C(C)C)c2cc([N+](=O)[O-])c3cccnc3c2O)cc1 (centres undefined)	1	10	i	i	i	2	-1	i	i	0	i
O=S(=O)(Cc1ccccc1)NCCc1ccc(F)cc1	-3	-4	i	i	i	4	0	i	i	-7	i
Cc1ccc(NC(=S)N(CCCN2CCN(C)CC2)Cc2cccs2)cc1C	-3	0	i	i	i	0	0	i	i	-11	i
O=C(CSc1nnc(CNC(=O)c2cccs2)o1)NC1CCCC1	11	-1	i	i	i	.	-3	i	i	-4	i
COc1ccc(OCCn2cc(/C=N/NC(=O)c3ccncc3)c3ccccc32)cc1	0	1	i	i	i	-9	0	i	i	-12	i
COc1cccc(Sc2ccccc2CN(C)C)c1	2	6	i	i	i	-3	-1	i	i	-6	i
O=C1c2ccccc2NC(c2ccccn2)N1NS(=O)(=O)c1ccccc1 (centres undefined)	5	0	i	i	i	1	-3	i	i	-8	i
CC(C)=C1C2C=CC1C(C(=O)Nc1cc(C)ccc1C)C2C(=O)O (centres undefined)	2	-1	i	i	i	1	-1	i	i	-12	i
COc1ccccc1CC(=O)NCc1csc(-c2cccs2)n1	.	1	i	i	i	1	-10	i	i	-4	i
CCOC(=O)N1CCC(NC(=O)CCCN2C(=O)CSc3ncccc32)CC1	-6	-12	i	i	i	2	-1	i	i	-12	i
COc1ccc(C(=O)Cn2c(Cl)nc3c2c(=O)n(C)c(=O)n3C)cc1	-7	-5	i	i	i	-1	4	i	i	-15	i
Cc1ccc(/C=C/C(=O)O)cc1S(=O)(=O)NCc1cccnc1	-5	0	i	i	i	2	.	i	i	-10	i
CN(c1ccccc1)S(=O)(=O)c1cccc(Cl)c1Cl	.	0	i	i	i	-2	.	i	i	-16	i
COC(=O)[C@H](CCSC)NC(=O)Nc1ccc(C)cc1C	7	3	i	i	i	2	7	i	i	-2	i
Cc1cc(C)cc(NC(=O)CSc2nnc(-c3ccccc3C)o2)c1	-8	3	i	i	i	2	0	i	i	-10	i
O=C(CCc1nc2ccccc2c(=O)[nH]1)Nc1ccc(F)c([N+](=O)[O-])c1	.	-1	i	i	i	-1	0	i	i	-11	i
Cc1ccc(NC(=O)CCNS(=O)(=O)c2ccc3[nH]c(=O)oc3c2)c(Cl)c1	2	-2	i	i	i	2	8	i	i	-10	i
Cc1cc(C)c2c(c1)/C(=C/C(=O)c1ccc(Br)s1)C(=O)N2	-8	-1	i	i	i	-1	10	i	i	-4	i
O=C(Cn1cc(C(F)(F)F)ccc1=O)N/N=C/c1ccc(Cl)cc1	-4	0	i	i	i	2	6	i	i	-5	i
COc1cc(S(=O)(=O)N(Cc2ccccn2)Cc2ccco2)ccc1-n1cnnn1	-4	2	i	i	i	-1	4	i	i	-7	i
COc1ccccc1N1CCN(C(=O)C(Cc2ccccc2)NC(=O)C2CCCCC2)CC1 (centres undefined)	-5	0	i	i	i	5	2	i	i	-11	i
CC(C)CC(c1nnnn1Cc1ccco1)N1CCN(c2cccc(Cl)c2)CC1 (centres undefined)	7	1	i	i	-10*	-2	-3	i	i	-5	i

# (continued)
Compound	DYRK1A inh	GSK3 alpha inh	RGS4 act	KCNQ1 act	KCNK3 block	GSK3beta inhib	HDAC3 inh	KCNQ1 block	KCNK9 inh	hERG protect	PolyA inh
Cc1cc(NC(=O)c2ccc(N(C)S(=O)(=O)c3ccccc3)cc2)no1	-3	0	i	i	i	6	-1	i	i	-9	i
O=C(O)CC/C(=C\c1ccccc1[N+](=O)[O-])c1nc2ccccc2s1	19	-6	i	i	i	4	-1	i	i	-10	i
Cc1cccc(C)c1NC(=O)Cn1nnc(-c2ccc(CN3CCC(C)CC3)cc2)n1	-5	0	i	i	i	-1	1	i	i	-2	i
CC(C)CN(C(=O)CN1CCN(c2ccc([N+](=O)[O-])cc2)CC1)c1c(N)n(CC(C)C)c(=O)[nH]c1=O	.	3	i	i	i	-1	-7	i	i	-5	i
COc1ccccc1NC(=O)CSc1nc2ccccc2c(=O)n1C	7	-1	i	i	i	-8	-3	i	i	-4	i
Cn1nccc1C(=O)Nc1cccc(S(=O)(=O)N2CCOCC2)c1	3	1	i	i	i	-3	-5	i	i	-8	i
CNc1nc(-c2ccccn2)nnc1-c1ccccc1	-2	-3	i	i	i	0	-6	i	i	-7	i
O=[N+]([O-])c1cccnc1-n1cnc2ccccc21	-3	-1	i	i	i	4	-1	i	i	-10	i
O=C(c1cnc2ccc3ccccc3c2c1)c1cc(F)ccc1O	22	0	i	i	i	3	.	i	i	-10	i
CCOc1ccc2nc(N3CCCC(C(=O)NCC4CCCO4)C3)sc2c1 (centres undefined)	8	-1	i	i	i	-2	1	i	i	-11	i
O=C1CCCC2=C1C1(CCCCC1)N=C(Nc1nc3ccccc3o1)N2	22	-3	i	i	i	-1	13	i	i	0	i
C/C(=N\O)c1cc(Cl)ccc1O	-12	1	i	i	i	2	3	i	i	-12	i
Fc1ccccc1CNc1ccc(Cl)cc1	7	0	i	i	i	1	2	i	i	-2	i
Cc1cc(C)n2nc(C(=O)OC(C)C(=O)c3cc(C)c(C)cc3C)nc2n1 (centres undefined)	3	3	i	i	i	1	-6	i	i	-13	i
CCOC(=O)c1[nH]c(C)c(C(=O)OCc2c(C)noc2C)c1C	-3	2	i	i	i	-5	5	i	i	-11	i
CC(=O)Oc1ccc(/C=C/c2nc3ccccc3c(=O)o2)cc1	3	-4	i	i	i	1	1	i	i	-8	i
S=C(Nc1cccnc1)NC1CCCC1	-3	-1	i	i	i	0	-2	i	i	-7	i
